Compound activity (PubChem BioAssay)
GPR151 activ = human GPR151 activation. Q8TDV0. PathHunter beta-arrestin GPR151 cells, luminescence. activation, % at 11.2 µM. hit rate 1% among 650,000. AID 1508602; in the data active = activation above about 4.9%;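 note: 0% = median of compound wells and 100% = cells with positive control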
TEAD-YAP block = TEAD-YAP interaction inhibition; hit rate 1.4% among 640,000; inhibition, % at 9.12 µM; HEK-TIYL cells, TEAD-Gal4/YAP UAS-luciferase luminescence; in the data active = inhibition above about 32%;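 note: 0% = median of test compound wells and 100% = reference inhibitor wells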
MITF inh = blocks human microphthalmia-associated transcription factor; AlphaScreen MITF homodimerization, bead proximity signal; inhibition, % at 2.6 µM; hit rate 0.91% among 650,000; AID 1259374; in the data active = inhibition above about 50%;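 note: 0% = vehicle wells with protein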
FBW7 activator = human FBW7 E3 ligase activation, primary screen; AlphaScreen FBW7–phospho-cyclin E peptide binding, activator screen; normalized activity (activation), % at 26.1 µM; hit rate 0.13% among 650,000; AID 1259310; in the data active = normalized activity above about 1.9%;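 note: purified mutant Fbw7 with reduced substrate affinity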
Target sequence (Q969H0 whole entry, looked up): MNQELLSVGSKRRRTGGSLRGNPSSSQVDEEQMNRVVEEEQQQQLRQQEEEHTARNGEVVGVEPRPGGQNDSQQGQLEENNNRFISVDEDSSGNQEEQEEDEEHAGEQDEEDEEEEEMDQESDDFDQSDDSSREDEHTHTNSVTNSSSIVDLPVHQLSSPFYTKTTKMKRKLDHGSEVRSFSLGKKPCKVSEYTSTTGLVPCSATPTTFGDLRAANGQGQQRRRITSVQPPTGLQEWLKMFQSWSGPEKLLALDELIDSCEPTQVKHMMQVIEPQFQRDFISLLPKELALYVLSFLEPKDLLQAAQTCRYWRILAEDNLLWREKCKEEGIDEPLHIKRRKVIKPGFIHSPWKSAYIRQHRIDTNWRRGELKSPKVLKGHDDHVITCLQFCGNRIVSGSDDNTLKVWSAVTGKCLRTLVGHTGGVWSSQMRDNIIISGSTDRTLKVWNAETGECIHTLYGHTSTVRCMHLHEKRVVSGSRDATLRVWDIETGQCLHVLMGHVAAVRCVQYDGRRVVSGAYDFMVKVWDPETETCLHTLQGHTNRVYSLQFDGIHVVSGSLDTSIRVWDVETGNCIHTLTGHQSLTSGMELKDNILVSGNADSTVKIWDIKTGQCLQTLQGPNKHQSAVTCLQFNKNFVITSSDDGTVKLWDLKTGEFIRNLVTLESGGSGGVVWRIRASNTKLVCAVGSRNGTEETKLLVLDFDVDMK
An asterisk follows results filed as active.

structure,GPR151 activ,TEAD-YAP block,MITF inh,FBW7 activator
CNC(=O)c1c(NC(=O)C2COc3ccccc3O2)sc2c1CCC2 (stereo not given),-0.8,-29,2,0.0
C=CC(=O)Nc1cc(OC)cc(OC)c1,0.3,3,-6,-0.1
COCc1nc2ccccc2n1CCc1noc(-c2cccs2)n1,-0.8,2,9,0.0
CC(C)CNC(=O)C(=O)NNS(=O)(=O)c1cccc([N+](=O)[O-])c1,0.0,8,7,-0.2
O=C(CCN1C(=O)c2ccccc2C1=O)Nn1cnnc1,-2.0,6,19,0.5
CSc1nc(C(=O)N2CCCC(C(=O)c3ccccc3SC)C2)cs1 (stereo not given),2.3,-25,14,0.7
O=C(OCC(COC(=O)c1ccccc1)(COC(=O)c1ccccc1)COC(=O)c1ccccc1)c1ccccc1,0.0,4,2,0.1
N#Cc1ccc(CSc2nnc(NC(=O)Cc3c[nH]c4ccccc34)s2)cc1,-1.5,1,-9,-0.1
Cc1cc2c(cc1C)C(c1ccc(Cl)c(Cl)c1)CC(=O)N2 (stereo not given),0.3,-5,-9,0.1
O=C(NCCC1CCCCN1S(=O)(=O)c1cccs1)C(=O)NC1CCCCC1 (stereo not given),2.0,-3,-4,0.0
CN1CCN(S(=O)(=O)c2ccc3c(c2)OCC(=O)N3)CC1,-0.5,2,19,0.1
CC(=O)c1ccc(NC(=O)Cc2coc3ccc4ccccc4c23)cc1,-0.9,-49,14,0.0
CN(/N=C/c1ccc([N+](=O)[O-])cc1)C1=NS(=O)(=O)c2ccccc21,-0.5,-8,17,0.1
N#Cc1ccccc1N1C(=O)c2cccc([N+](=O)[O-])c2C1=O,1.0,5,6,0.3
CCCNS(=O)(=O)c1ccc(CCC(=O)Nc2ccc3c(c2)OCCO3)cc1,0.3,13,8,1.0
Cc1cc2ncn(Cc3ccc(Cl)cc3)c2cc1C,1.7,0,-11,-0.2
CCCCOc1ccc(/C=C/C(=O)OC(C)C(=O)NC(N)=O)cc1OCC (stereo not given),1.7,0,0,0.0
O=C(CN1C(=O)COc2ccc(Cl)cc21)N1CCN(c2ccccc2)CC1,0.2,4,10,0.1
O=C(CNc1ccc(Cl)cc1)N/N=C/c1ccc(Cl)cc1,-0.1,12,6,-0.1
Cc1cc(NCCCN2CCOCC2)nc(-c2ccc(N(C)C)cc2)n1,0.5,8,6,0.1
Cc1cccc2cc(CN(Cc3cccnc3)C(=O)c3cccc(F)c3)c3nnnn3c12,-0.3,4,10,-0.1
CCc1ccc(NC(=O)CSc2nc(C)cs2)cc1,-2.0,-3,13,0.3
Cc1ccc(S(=O)(=O)N/N=C2\CC3CCC2(C)C3(C)C)c(C)c1 (stereo not given),-1.4,4,18,0.5
COc1ccc(NC(=O)Cn2nnc(-c3ccccc3NC(=O)C3CCCCC3)n2)cc1,-1.0,-4,0,-0.1
COc1ccc(N2CC(C(=O)Nc3cccc(OC)c3)CC2=O)cc1 (stereo not given),0.0,-8,20,0.5
O=C(CCC1(Cc2ccsc2)CCC(=O)N1)NCC1CCCN(c2ncccn2)C1 (stereo not given),-0.5,-12,10,-0.1
COc1ccc(CC(=O)NCC2CCCN(Cc3ccccc3Cl)C2)cc1 (stereo not given),3.9,5,16,0.1
Cn1c(N)c(C(=O)COC(=O)CCc2nc3ccccc3c(=O)[nH]2)c(=O)n(C)c1=O,1.9,4,-4,-0.1
OCCCNC(=S)Nc1cc(Cl)c(Cl)cc1Cl,1.2,5,-3,0.2
CCC(C)NC(=O)c1cnn2c(C(F)(F)F)cc(-c3ccccc3)nc12 (stereo not given),1.0,-7,13,0.1

In the list so far, these have a nitro group on carbon:
structure,GPR151 activ,TEAD-YAP block,MITF inh,FBW7 activator
CC(C)CNC(=O)C(=O)NNS(=O)(=O)c1cccc([N+](=O)[O-])c1,0.0,8,7,-0.2
CN(/N=C/c1ccc([N+](=O)[O-])cc1)C1=NS(=O)(=O)c2ccccc21,-0.5,-8,17,0.1
N#Cc1ccccc1N1C(=O)c2cccc([N+](=O)[O-])c2C1=O,1.0,5,6,0.3

Continued:
structure,GPR151 activ,TEAD-YAP block,MITF inh,FBW7 activator
CCCNC(=O)c1ccc2nc(N3CCC(N4CCOCC4)CC3)sc2c1,0.4,-3,-1,-0.1
O=C(Nc1ccc(Oc2ccc3ccccc3c2Cl)c(Cl)c1)c1cc([N+](=O)[O-])ccc1N1CCOCC1,2.4,4,11,0.0
CCCCS(=O)(=O)NCc1ccc(S(N)(=O)=O)cc1,-1.6,4,-10,0.1
O=C(CC1C(=O)NCCN1CCc1ccccc1)NCC1(O)CCCCC1 (stereo not given),3.6,2,6,0.1
O=C(c1cc([N+](=O)[O-])c(F)c([N+](=O)[O-])c1)N1CCOCC1,-1.4,1,13,0.1
COc1ccc(OC(=O)/C=C/c2ccc(F)cc2)cc1,0.1,-3,7,1.0
O=C(COC(=O)Cc1ccc(F)cc1)Nc1ccc(Cl)cn1,1.3,1,16,0.3
COc1ccc(/C=C2\C(=O)ON=C2C)cc1O,-0.9,7,52*,0.0
CCOC(=O)c1sc2ncnc(Nc3ccc(F)cc3)c2c1C,0.9,19,3,-0.1
COc1cc(/C=N/Nc2nnc(Cl)c3ccccc23)ccc1O,-1.8,-1,14,0.1
Cc1cc(C(F)(F)F)nc(SCC(=O)Nc2ccccc2I)c1C#N,0.2,13,-4,0.0
COc1ccc(CCNC(=O)/C(C#N)=C/c2ccc(C)s2)cc1OC,2.0,-5,1,0.1
CCOC(=O)C1=C(C)NC(C)=C(C(=O)OCC)C1c1ccccc1[N+](=O)[O-],0.5,11,9,-0.3
CCc1cccc(NC(=O)N[C@H]2C[C@H]3C(=O)N[C@@H](CCCCN)C(=O)N3C2)c1,2.3,8,-2,-0.1
CCOC(=O)C1CCN(c2c(NCCC(C)C)c(=O)c2=O)CC1,0.6,-1,-11,-0.1
O=C1C(Cl)=C(Cl)/C(=N\S(=O)(=O)c2ccccc2)C(Cl)C1(Cl)Cl (stereo not given),0.0,-2,26,-0.1
COc1ccc(-c2ccccc2NC(=O)C2CCCN(Cc3nccs3)C2)cc1 (stereo not given),2.3,11,-2,0.1
O=C(NCCOCCOCCNC(=O)Nc1ccccc1)Nc1ccccc1,-1.1,0,1,0.1
O=[N+]([O-])c1ccccc1S(=O)(=O)Nc1ccc(Br)c(Cl)c1,0.4,10,1,0.7
Cn1c(=O)c2c(nc(N3CCNCC3)n2CC(=O)c2ccc(Cl)cc2)n(C)c1=O,0.5,-8,5,-0.1
Cc1csc2ncc(C(=O)N3CCc4ccccc43)c(=O)n12,7.9*,-15,7,0.2
CCOC(=O)c1cc2c(=O)n3ccccc3nc2n(Cc2ccccc2)c1=N,-0.6,1,10,-0.2
Cn1cc(CCCC(=O)NNC(=O)NCc2ccc(Cl)cc2)c2ccccc21,1.5,4,5,0.0
Cc1c(C)n2c(SCC(=O)N(C)c3ccccc3)nnc2[nH]c1=O,0.5,1,-18,-0.1
COc1ccc(S(=O)(=O)N(CCO)Cc2cc3cc4c(cc3[nH]c2=O)OCCO4)cc1,1.4,-25,5,-0.1
CC1CCCCC1NC(=O)c1nnc(Cc2ccc(Cl)cc2)o1 (stereo not given),-0.5,-3,2,-0.1
CSc1ccc(C2N=C(c3cccc(Br)c3)CC(c3ccccc3O)N2)cc1 (stereo not given),1.2,-19,1,-0.1
Cn1ccnc1C1(O)CCN(C(=O)NCc2ccccc2)CC1,-0.3,7,0,-0.2
Oc1ccc(Br)cc1-c1nnc2ccc3ccccc3n12,10*,6,15,0.1
O=C(NCCC1=CCCCC1)c1ccc2c(=O)n(CCC3=CCCCC3)c(=S)[nH]c2c1,-1.0,4,-10,0.1

No new results follow: entries from further up.
structure,GPR151 activ,TEAD-YAP block,MITF inh,FBW7 activator
COc1ccc(/C=C2\C(=O)ON=C2C)cc1O,-0.9,7,52*,0.0
CCOC(=O)c1sc2ncnc(Nc3ccc(F)cc3)c2c1C,0.9,19,3,-0.1

Next section.
SMILES,GPR151 activ,TEAD-YAP block,MITF inh,FBW7 activator
CCOC(=O)c1c(NC(=O)CSc2nc3ccccc3[nH]2)sc2c1CCCC2,6.3*,-24,2,0.2
CCc1ccc(NC(=O)c2ccc(F)c(S(=O)(=O)N(CC)c3cccc(C)c3)c2)cc1,0.5,-7,3,0.1
Cc1nn(CC(=O)Nc2ccccc2C(F)(F)F)c(C)c1[N+](=O)[O-],-0.3,2,-14,0.1
COc1cc(Nc2nc(C)nc3sc(C)c(C)c23)cc(OC)c1,0.8,21,-11,-0.1
CCOc1ccc(-c2ncnn2-c2ccc(Cl)cc2)cc1,2.2,2,-12,-0.1
Cc1ccccc1OCC(O)CN1C(=O)c2ccccc2C1=O (stereo not given),1.3,-25,12,0.1
CCOC(=O)CSc1ccc(S(=O)(=O)N2CCC(C)CC2)cc1[N+](=O)[O-],-0.7,8,7,0.1
CCOC(=O)c1c(NC(=O)CSc2nnc(CNC(=O)COc3ccccc3)n2-c2cc(C)ccc2C)sc2c1CCC2,0.1,5,-5,-0.1
O=C(Nc1ccc2c(c1)OCO2)c1ccc(-c2ccccc2)nc1NCc1cccnc1,0.3,-2,2,1.5
CC(NC(=O)COc1ccccc1)C(=O)NCc1ccc2c(c1)OCO2 (stereo not given),2.5,-6,4,-0.1
Cc1ccc(S(=O)(=O)N(CC(=O)Nc2cccnc2)c2cccc(C)c2C)cc1,-1.3,13,12,0.6
CCOc1cc(/C=C2/C(=O)N(c3ccccc3)N=C2C)ccc1OCC(=O)N1CCOCC1,1.5,7,6,-0.4
Cc1nnsc1C(=O)NN=C1CCCCC1,-0.3,0,12,0.1
COC(=O)C(CCSC)NC(=O)Cc1nc(-c2ccc(OC)cc2)no1 (stereo not given),0.8,10,2,0.0
O=C(CN1C(=O)NC2(CCCCCC2)C1=O)Nc1ccc(OCc2ccccc2)cc1,-1.1,-16,-5,0.0
CC(=O)N1CCc2c(sc(NC(=O)Cc3ccccc3)c2-c2nc3ccccc3s2)C1,1.2,-4,-10,0.1
Cc1ccc2nc(SCC(=O)Nc3ccc(Br)cc3)[nH]c2c1,-0.2,20,8,-0.3
COc1ccc(Br)c(/C=N/NC(=O)COc2cccc(Br)c2)c1,-1.2,-14,-6,-0.1
Nn1c(SCc2nc3ccccc3c(=O)[nH]2)nnc1-c1cccnc1,1.7,4,-7,-0.1
COc1ccc2c(c1)C(=NNC(=O)Nc1ccccc1)c1cc(OC)ccc1-2,1.4,-14,2,-0.1
CCN(CC)CCN1C(=O)c2oc3ccc(C)cc3c(=O)c2C1c1cccs1 (stereo not given),-0.4,-66,16,0.0
Cc1nonc1CN(C)Cc1cn(C)nc1-c1ccc2c(c1)OCCO2,-1.3,-12,16,0.3
CCOC(=O)c1nc2sc3c(c2c(=O)[nH]1)CCC(C)C3 (stereo not given),0.6,5,-9,0.0
COCCn1c(-c2ccccc2)nc2ccccc21,-1.1,-29,8,-0.1
COc1ccc(NC(=O)c2cnn3c(C(F)(F)F)cc(-c4ccc(OC)c(OC)c4)nc23)cc1,1.1,4,1,-0.1
CCn1c(SCC(=O)OC)nc2ccccc2c1=O,-0.9,-3,-4,0.0
CC(=O)N1CCC(N(CCCOC(C)C)C(=S)Nc2c(C)cccc2C)CC1,1.4,-1,1,-0.2
COc1cccc(/C=C2\NC(=O)NC2=O)c1OCc1ccc(C(=O)O)cc1,0.5,-2,15,0.0
COc1ccc(-c2nc3ccc(C(=O)NCCO)cc3s2)cc1,-6.7,-36,0,0.0
O=C(NN1CCOCC1)c1ccc([N+](=O)[O-])cc1,-1.1,8,18,0.1
CCCOC(=O)c1ccc(NC(=O)c2ccc(OC)c([N+](=O)[O-])c2)cc1,-1.7,4,12,0.0
COc1cccc2c1OC1(CCN(C(=O)Cc3ccc(F)cc3)CC1)OC2,1.9,0,4,0.0
CCOC(=O)CSc1nc2cc(C(=O)OCC)ccc2c(=O)n1Cc1ccccc1,-0.7,4,-11,0.4
Cc1cc(C)nc(NC(=O)c2ccccc2[N+](=O)[O-])c1,0.3,-1,-3,-0.1
CCOc1ccc(CN(CCc2ccc3c(c2)OCO3)Cc2cc(OC)cc(OC)c2)cc1,-0.8,-2,15,-0.1
CC1=C(C(=O)Nc2ccc(C)cc2)C(c2ccc(Cl)cc2Cl)NC(=S)N1 (stereo not given),0.2,-4,-2,0.6
Cc1cc(OCCCCNC2CCCC2)ccc1[N+](=O)[O-],1.4,-2,50,-0.1
O=C(c1sc(=S)n2c1[nH]c(=O)c1ccccc12)N1CCCC1,0.3,-5,-5,-0.3
Cc1ccc(Oc2ccc(N3C(=O)c4ccc(NC(=O)c5ccccc5)cc4C3=O)cc2)cc1,-1.3,5,-14,-0.1
CC1Cc2ccccc2N1C(=O)CSCC(=O)O (stereo not given),1.3,3,8,0.0
COc1cc2c(cc1/C=C1\C(=O)NC(=O)N(c3cccc(Cl)c3Cl)C1=O)OCO2,0.3,4,-11,0.1
COc1ccc(OC)c2c(C)cc(N3CCCN(C)CC3)nc12,-0.1,-2,-3,-0.1
COC(=O)Nc1nc2ccc(Br)cc2s1,-1.0,-28,4,-0.1
